BioA inh = blocks M. tuberculosis BioA enzyme activity | purified M. tuberculosis BioA enzyme, plate reader | inhibition, % at 9.99 µM | 360,000 tested, 0.096% active | AID 602481; in the data active = inhibition above about 40%
Numbers without * were called inactive. These rows are one share of the data; count on the stated rates, not on these rows.

> O=C(C[C@@H]1C=C[C@H](NC(=O)Cc2cccnc2)[C@H](CO)O1)Nc1ccccc1
  BioA inh: -1.6
> O=C(C[C@H]1C[C@H]2c3cc(NC(=O)C4CCOCC4)ccc3O[C@H]2[C@@H](CO)O1)NC1CCCC1
  BioA inh: -2.0
> CO[C@@H]1CN(C)C(=O)c2cc(NS(=O)(=O)c3cn(C)cn3)ccc2OC[C@H](C)N(CCC(F)(F)F)C[C@@H]1C
  BioA inh: -2.3
> Cc1ccccc1-c1ccc([C@@H]2[C@@H](CO)N3CCCCN(S(C)(=O)=O)C[C@H]23)cc1
  BioA inh: -1.4
> Cc1ccccc1-c1ccc([C@@H]2[C@H](CO)N3CCCCN(C(=O)Cc4ccccn4)C[C@@H]23)cc1
  BioA inh: -0.6
> C[C@H](CO)N1C[C@H](C)[C@H](CN(C)C(=O)C2CCC2)Oc2ncc(C#CC3(O)CCCC3)cc2C1=O
  BioA inh: -3.9
> C[C@@H]1CN([C@@H](C)CO)C(=O)Cc2cc(NS(C)(=O)=O)ccc2O[C@@H]1CN(C)S(=O)(=O)c1cccs1
  BioA inh: -1.2
> C[C@H]1CN([C@@H](C)CO)C(=O)Cc2cc(NC(=O)Nc3ccc4c(c3)OCO4)ccc2O[C@H]1CN(C)CC1CCCCC1
  BioA inh: 9.3
> C[C@@H]1CN([C@@H](C)CO)C(=O)c2cc(C3=CCCCC3)cnc2O[C@@H]1CN(C)C(=O)c1cccnc1
  BioA inh: 3.4
> COC(=O)[C@@H]1[C@@H](CO)[C@@H]2Cn3c(ccc(C4=CCCCC4)c3=O)[C@@H]2N1CCC(F)(F)F
  BioA inh: 1.0
> CCNC(=O)C[C@@H]1CC[C@@H]2[C@H](COC[C@H](O)CN2C(=O)C2CCCC2)O1
  BioA inh: -0.1
> C[C@H](CO)N1C[C@H](C)[C@@H](CN(C)Cc2ccncc2)Oc2ncc(C#CCN(C)C)cc2C1=O
  BioA inh: -1.2
> O=C(NCC[C@H]1CC[C@@H](NC(=O)Nc2cc(F)ccc2F)[C@H](CO)O1)Nc1ccc(F)cc1
  BioA inh: 11
> C[C@H](CO)N1C[C@H](C)[C@H](CN(C)C)Oc2ccc(NC(=O)Nc3ccc4c(c3)OCO4)cc2C1=O
  BioA inh: -2.6
> C[C@@H]1CCCCO[C@H](CN(C)Cc2ccncc2)[C@H](C)CN([C@@H](C)CO)C(=O)c2cc(NS(C)(=O)=O)ccc2O1
  BioA inh: -2.7

> COc1ccc(-c2ccc3n(c2=O)C[C@H]2[C@H](CO)[C@@H](C(=O)NC4CCC4)N(S(C)(=O)=O)[C@@H]32)cc1
  BioA inh: -0.7
> O=C(C[C@@H]1C[C@H]2c3cc(NC(=O)NC4CCCC4)ccc3O[C@H]2[C@@H](CO)O1)NCc1ccc(-c2ccccc2)cc1
  BioA inh: -2.1
> C[C@H]1CCCCO[C@H](CN(C)Cc2ccc(C(F)(F)F)cc2)[C@@H](C)CN([C@@H](C)CO)C(=O)c2cc(NC(=O)c3ccncc3)ccc2O1
  BioA inh: -0.1
> CCNC(=O)C[C@H]1CC[C@H]2[C@H](COc3ccc(NC(=O)Nc4ccccc4F)cc3C(=O)N2C)O1
  BioA inh: -1.8
> C[C@@H]1CCCCO[C@H](CN(C)C(=O)Nc2ccc(F)cc2)[C@H](C)CN([C@@H](C)CO)C(=O)c2cc(NC(=O)Nc3ccc4c(c3)OCO4)ccc2O1
  BioA inh: 0.9
> C[C@@H]1CN([C@@H](C)CO)C(=O)c2cc(NC(=O)Nc3cccc4ccccc34)ccc2O[C@@H]1CN(C)S(=O)(=O)c1ccccc1
  BioA inh: -0.9
> C[C@H]1CN([C@@H](C)CO)C(=O)c2c(c3ccccc3n2C)-c2ccccc2CO[C@@H]1CN(C)S(=O)(=O)c1cn(C)cn1
  BioA inh: 3.6
> COc1ccc(-c2ccc3c(c2)O[C@H](CN(C)C(=O)Nc2ccccc2F)[C@@H](C)CN([C@@H](C)CO)S3(=O)=O)cc1
  BioA inh: -1.3
> CC(C)CC#Cc1cnc2c(c1)C(=O)N([C@H](C)CO)C[C@@H](C)[C@@H](CN(C)C(=O)Cc1cccnc1)O2
  BioA inh: -0.1
> Cc1ccccc1S(=O)(=O)N1CC[C@@H]2[C@H](CO)Nc3ccc(-c4ccc(C#N)cc4)cc3[C@@H]21
  BioA inh: -1.1
> CCC(=O)N(C)C[C@H]1Oc2ncc(-c3ccc(C#N)cc3)cc2C(=O)N([C@H](C)CO)C[C@H]1C
  BioA inh: -5.8
> C[C@@H]1CN([C@@H](C)CO)C(=O)CCCn2cc(nn2)CO[C@H]1CN(C)CC1CC1
  BioA inh: 2.7
> CC=Cc1ccc2n(c1=O)C[C@@H]1[C@@H](CO)[C@H](C(=O)NCC3CC3)[C@H]2N1C(=O)CC (mixture of isomers)
  BioA inh: -1.4
> COCC(=O)Nc1ccc2c(c1)C(=O)N(C)C[C@H](OC)[C@H](C)CN(Cc1ccccc1F)[C@@H](C)CO2
  BioA inh: -2.9
> CCC(=O)N(C)C[C@@H]1Oc2cc(-c3ccccc3OC)ccc2S(=O)(=O)N([C@@H](C)CO)C[C@H]1C
  BioA inh: 4.5

> C[C@@H]1CCCCO[C@H](CN(C)S(=O)(=O)c2ccccc2)[C@@H](C)CN([C@@H](C)CO)C(=O)c2cc(NS(=O)(=O)c3cn(C)cn3)ccc2O1
  BioA inh: 0.0
> COC(=O)[C@@H]1[C@@H](CO)[C@@H]2Cn3c(ccc(-c4cccc(F)c4)c3=O)[C@H]1N2Cc1ccccc1
  BioA inh: 2.4
> CN1C(=O)c2cc(NC(=O)Cc3ccccc3)ccc2OC[C@H]2O[C@H](CC(=O)O)CC[C@@H]21
  BioA inh: 2.0
> C[C@@H]1CN([C@H](C)CO)C(=O)c2cc(-c3cncnc3)cnc2O[C@@H]1CN(C)Cc1ccc(F)cc1
  BioA inh: -0.5
> CNC[C@@H]1Oc2ncc(C#CCN(C)C)cc2C(=O)N([C@H](C)CO)C[C@@H]1C
  BioA inh: 2.4
> C[C@H]1CN([C@@H](C)CO)C(=O)c2cc(NS(=O)(=O)c3ccccc3)ccc2O[C@@H]1CN(C)S(=O)(=O)c1ccccc1
  BioA inh: 0.9
> O=C(O)[C@@H]1[C@@H](CO)[C@@H]2Cn3c(ccc(-c4ccccc4)c3=O)[C@H]1N2CC1CCCCC1
  BioA inh: -1.8
> Cc1ccc(S(=O)(=O)N[C@H]2CC[C@@H](CCNC(=O)C3CCC3)O[C@@H]2CO)cc1
  BioA inh: 1.9
> COc1ccc(NC(=O)N(C)C[C@@H]2OCCCC[C@@H](C)Oc3ccc(NS(C)(=O)=O)cc3C(=O)N([C@@H](C)CO)C[C@H]2C)cc1
  BioA inh: 2.2
> C[C@H]1CN([C@@H](C)CO)C(=O)CCCn2nncc2CO[C@@H]1CN(C)C(=O)c1cc(-c2ccccc2)on1
  BioA inh: 1.3
> COc1ccc(NC(=O)Nc2cccc3c2O[C@@H](CN(C)C(=O)Nc2ccccc2)[C@H](C)CN([C@H](C)CO)C3=O)cc1
  BioA inh: -0.3
> CC(C)NC(=O)Nc1cccc2c1O[C@@H](CN(C)C)[C@@H](C)CN([C@H](C)CO)C2=O
  BioA inh: -2.0
> CS(=O)(=O)N1C[C@@H](O)COC[C@@H]2O[C@H](CC(=O)NCc3ccc(-c4ccccc4)cc3)CC[C@H]21
  BioA inh: -1.4
> CC(C)NC(=O)N(C)C[C@@H]1OCCCC[C@H](C)Oc2ccc(NS(=O)(=O)c3ccc(Cl)cc3)cc2C(=O)N([C@@H](C)CO)C[C@@H]1C
  BioA inh: -2.0
> CC(C)NC(=O)N(C)C[C@@H]1Oc2ccc(NC(=O)Nc3ccc(F)cc3)cc2C(=O)N([C@@H](C)CO)C[C@@H]1C
  BioA inh: 1.7

Arranged by number of heavy atoms (descending): some entries from above.
> C[C@@H]1CN([C@H](C)CO)C(=O)c2cc(-c3cncnc3)cnc2O[C@@H]1CN(C)Cc1ccc(F)cc1
  BioA inh: -0.5
> Cc1ccccc1-c1ccc([C@@H]2[C@H](CO)N3CCCCN(C(=O)Cc4ccccn4)C[C@@H]23)cc1
  BioA inh: -0.6
> CN1C(=O)c2cc(NC(=O)Cc3ccccc3)ccc2OC[C@H]2O[C@H](CC(=O)O)CC[C@@H]21
  BioA inh: 2.0

(next part)
> O=C(Nc1ccc2c(c1)[C@H]1C[C@H](CC(=O)N3CCc4ccccc4C3)O[C@@H](CO)[C@H]1O2)C1CCOCC1
  BioA inh: 0.0
> C[C@@H]1CN([C@@H](C)CO)C(=O)c2cc(-c3ccc(C(=O)N(C)C)cc3)cnc2O[C@H]1CN(C)C(=O)c1cccnc1
  BioA inh: 7.5
> O=C(C[C@@H]1CC[C@H]2[C@@H](COC[C@H](O)CN2C(=O)Nc2ccc(Cl)cc2)O1)N1CCCCC1
  BioA inh: 2.4
> O=C(Nc1ccccc1F)N[C@H]1CC[C@@H](CCNS(=O)(=O)c2ccc(Cl)cc2)O[C@H]1CO
  BioA inh: 1.0
> C[C@H]1CN([C@@H](C)CO)S(=O)(=O)c2ccc(-c3ccccc3F)cc2O[C@H]1CN(C)Cc1cccnc1
  BioA inh: -0.5
> C[C@H](CO)N1C[C@H](C)[C@H](CN(C)C(=O)Nc2ccccc2)Oc2c(cccc2N(C)C)C1=O
  BioA inh: 3.1
> O=C(C[C@@H]1C[C@H]2c3cc(NC(=O)NC4CCCC4)ccc3O[C@H]2[C@H](CO)O1)NC1CCCCC1
  BioA inh: -0.3
> COc1ccc(NC(=O)Nc2ccc3c(c2)[C@H]2C[C@H](CC(=O)N4CCCCC4)O[C@H](CO)[C@H]2O3)cc1
  BioA inh: 0.0
> CN(C)C(=O)c1ccc(-c2ccc3c(c2)[C@@H]2[C@@H](CCN2S(=O)(=O)c2ccccc2)[C@H](CO)N3)cc1
  BioA inh: 0.1
> CC(C)C#Cc1ccc2c(c1)O[C@@H](CN(C)Cc1ccncc1)[C@H](C)CN([C@@H](C)CO)S2(=O)=O
  BioA inh: 3.5
> C/C=C/c1ccc2c(c1)O[C@H](CN(C)C(=O)NCCC)[C@@H](C)CN([C@@H](C)CO)S2(=O)=O
  BioA inh: 1.9
> CCC(=O)N1C[C@@H](O)COC[C@H]2O[C@@H](CC(=O)NCC3CCCCC3)CC[C@@H]21
  BioA inh: -0.1
> Cc1ccccc1-c1ccc([C@H]2[C@@H](CO)N3CCCCN(Cc4cccnc4)C[C@H]23)cc1
  BioA inh: -2.9
> C[C@H]1CN([C@@H](C)CO)C(=O)c2cc(NS(=O)(=O)c3ccc(F)cc3)ccc2O[C@H]1CN(C)S(=O)(=O)c1cccs1
  BioA inh: -0.9
> O=C(C[C@@H]1C=C[C@@H](NC(=O)C2CCOCC2)[C@@H](CO)O1)NCC1CC1
  BioA inh: 0.2

> O=C(C[C@H]1CC[C@@H]2[C@H](COC[C@@H](O)CN2S(=O)(=O)c2cccc(Cl)c2)O1)Nc1ccccc1
  BioA inh: 5.4
> O=C(C[C@H]1C[C@@H]2c3cc(NC(=O)c4cccnc4)ccc3O[C@@H]2[C@@H](CO)O1)NCc1cc(F)ccc1F
  BioA inh: 35
> COc1ccc(NC(=O)Nc2ccc3c(c2)C(=O)N([C@@H](C)CO)C[C@H](C)[C@H](CN(C)S(=O)(=O)c2cccs2)O3)cc1
  BioA inh: 1.0
> COc1ccc(S(=O)(=O)N(C)C[C@H]2OCCCC[C@H](C)Oc3ccc(NC(=O)C4CCCCC4)cc3C(=O)N([C@@H](C)CO)C[C@H]2C)cc1
  BioA inh: -1.8
> COc1ccc(-c2ccc3c(c2)[C@@H]2[C@@H](CCN2C(=O)c2ccc4c(c2)OCO4)[C@@H](CO)N3)cc1
  BioA inh: -1.7
> C[C@H](CO)N1C[C@H](C)[C@@H](CN(C)S(=O)(=O)c2ccccc2)Oc2cc(C#Cc3ccncc3)ccc2S1(=O)=O
  BioA inh: 3.0
> O=C(NCC[C@@H]1CC[C@H](NS(=O)(=O)Cc2ccccc2)[C@H](CO)O1)C1CCOCC1
  BioA inh: -1.7
> CN(C)C(=O)[C@@H]1[C@@H](CO)[C@@H]2Cn3c(ccc(-c4ccc(F)cc4)c3=O)[C@H]1N2CCc1ccccc1
  BioA inh: -0.5
> C[C@H]1CN([C@@H](C)CO)C(=O)Cc2cc(NC(=O)Nc3ccccc3)ccc2O[C@@H]1CN(C)CC1CCCCC1
  BioA inh: 3.8
> C[C@H](CO)N1C[C@H](C)[C@@H](CN(C)Cc2ccc(Oc3ccccc3)cc2)Oc2ccc(NS(=O)(=O)c3ccccc3)cc2CC1=O
  BioA inh: 3.7
> Cc1ccc(S(=O)(=O)N2C[C@H](O)COC[C@@H]3O[C@@H](CC(=O)N[C@@H]4CCN(Cc5ccccc5)C4)CC[C@H]32)cc1
  BioA inh: 0.9
> CO[C@@H]1CN(C)C(=O)c2cc(NS(C)(=O)=O)ccc2OC[C@@H](C)N(C(=O)C2CCC2)C[C@H]1C
  BioA inh: -0.1
> COc1cccc(S(=O)(=O)Nc2ccc3c(c2)[C@H]2C[C@H](CC(=O)NCc4cccc(F)c4)O[C@@H](CO)[C@H]2O3)c1
  BioA inh: 3.0
> C[C@@H]1CN([C@H](C)CO)S(=O)(=O)c2ccc(C#CCC3CCCC3)cc2O[C@@H]1CN(C)C(=O)c1cnccn1
  BioA inh: -3.6
> COCC(=O)Nc1ccc2c(c1)[C@@H]1C[C@@H](CC(=O)N3CCOCC3)O[C@@H](CO)[C@@H]1O2
  BioA inh: -0.7

A few values from above:
Value of `C[C@H](CO)N1C[C@H](C)[C@H](CN(C)C)Oc2ccc(NC(=O)Nc3ccc4c(c3)OCO4)cc2C1=O` under BioA inh: -2.6
Value of `CN1C(=O)c2cc(NC(=O)Cc3ccccc3)ccc2OC[C@H]2O[C@H](CC(=O)O)CC[C@@H]21` under BioA inh: 2.0

Remaining list, next part.
> CO[C@H]1CN(C)C(=O)c2ccc(NC(C)=O)cc2OC[C@@H](C)N(C(=O)c2ccccc2F)C[C@H]1C
  BioA inh: 5.5
> O=C(NCC[C@H]1CC[C@@H](NS(=O)(=O)c2ccc(Cl)cc2)[C@H](CO)O1)c1ccc2c(c1)OCO2
  BioA inh: 3.7
> C[C@@H]1CN([C@@H](C)CO)C(=O)c2cc(C#CCN(C)C)cnc2O[C@@H]1CN(C)C(=O)Nc1cc(F)ccc1F
  BioA inh: -5.4
> C[C@@H]1CN([C@H](C)CO)C(=O)c2cccc(NS(C)(=O)=O)c2O[C@@H]1CN(C)Cc1ccc(Cl)c(Cl)c1
  BioA inh: 5.0
> O=C(Nc1ccccc1)N1C[C@H]2[C@@H](c3ccccc31)[C@@H](CO)N2C(=O)c1ccccn1
  BioA inh: -4.8
> C[C@H]1CN([C@@H](C)CO)C(=O)CCCn2cc(nn2)CO[C@H]1CN(C)Cc1ccncc1
  BioA inh: -1.2
